Assay outcomes: PubChem BioAssay, Emory University Molecular Libraries Screening Center
14-3-3g Raf: alters human 14-3-3 gamma binding to Raf peptide; P61981; inhibition, % at 40 µM; FP, 14-3-3gamma / TMR-pS259-Raf peptide binding; 0.19% of 160,000 active; in the data active = inhibition above about 30%;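 note: 0% = protein plus tracer without compound and 100% = blank with tracer alone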
Target sequence (P61981 whole entry, looked up): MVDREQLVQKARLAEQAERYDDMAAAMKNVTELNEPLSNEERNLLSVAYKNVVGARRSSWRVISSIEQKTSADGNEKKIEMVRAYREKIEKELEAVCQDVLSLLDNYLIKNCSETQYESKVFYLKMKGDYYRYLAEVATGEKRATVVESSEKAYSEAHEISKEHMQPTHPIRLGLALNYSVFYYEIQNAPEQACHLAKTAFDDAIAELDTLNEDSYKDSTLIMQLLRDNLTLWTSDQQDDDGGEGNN
Starred values were filed as active, the others as inactive; & = joins results of further samples.

nr | SMILES | 14-3-3g Raf
1 | Cc1ccccc1C(=O)Nc1ccc2nc(N3CCCCC3)cc(C)c2c1 | -9
2 | O=C1C(c2ccc(F)cc2)N(Cc2cccs2)C(=O)CN1C1CCCCC1 (stereo not drawn) | 5
3 | Cn1c(=O)c(=O)n(C)c2cc(S(=O)(=O)N3CCN(c4ccccc4)CC3)ccc21 | 1
4 | Cc1nn(CCCC(=O)Nc2ccc(OC(F)(F)F)cc2)c(C)c1[N+](=O)[O-] | -5
5 | COc1cc(C)nc(SCC(N)=O)n1 | -1&4
6 | O=C1CC(c2cccc(O)c2)c2cc3c(cc2N1)OCCO3 (stereo not drawn) | -1
7 | COC(=O)c1nc(NC(=O)C(C)C)n[nH]1 | -5
8 | O=C(CNCCO)NC12CC3CC(CC(C3)C1)C2 | -2
9 | COc1ccc(-c2nc3ccccc3o2)cc1NC(=O)c1ccc(Br)o1 | -36
10 | O=C(Nc1ccc(I)cc1)c1cccc(S(=O)(=O)N2CCCCCC2)c1 | -1
11 | C=C(C)Cn1c(NCc2ccco2)nc2c1c(=O)[nH]c(=O)n2C | -1
12 | CCc1ccc(NC(=O)C(Cc2ccccc2)NS(=O)(=O)c2ccc(Br)s2)cc1 (stereo not drawn) | -6
13 | COc1cc(C(=O)Nc2sc3c(c2C(=O)O)CCC(C)C3)cc(OC)c1OC (stereo not drawn) | -14
14 | CCN=C1SC(CC(=O)Nc2ccc(N3CCOCC3)cc2)C(=O)N1CC (stereo not drawn) | -5&1
15 | CCOC(=O)c1ccc(-n2c(C)nc3ccccc3c2=O)cc1 | -4
16 | COc1ccc(C(=O)N(C(=O)c2ccc(OC)c(OC)c2)c2cc(C)ccn2)cc1OC | 3
17 | Cc1cccc(CSc2nc3c(c(=O)n2-c2ccc(Cl)cc2)SCC3)c1 | -9
18 | NC(=O)C1CCN(CC(=O)Nc2ccccn2)CC1 | 5
19 | COCCCN1C(=S)NC2c3ccccc3OC1(C)C2C(=O)Nc1ccc(C)cc1C (stereo not drawn) | -8
20 | O=C1C2C3CCCC3=C3CCCC3C2C(=O)N1c1ccc(F)cc1 (stereo not drawn) | 5&-19

Look-ups from the results shown:
no. 20 in 14-3-3g Raf is listed with 5&-19
no. 6 in 14-3-3g Raf is listed with -1
no. 19 in 14-3-3g Raf is listed with -8
no. 10 in 14-3-3g Raf is listed with -1
no. 1 in 14-3-3g Raf is listed with -9
no. 18 in 14-3-3g Raf is listed with 5

(cont.)
nr | SMILES | 14-3-3g Raf
21 | COc1ccc(S(=O)(=O)N2CCN(CC(=O)Nc3ccc(OC)cc3OC)CC2)cc1 | 2
22 | Cc1cc(C)cc(NC(=O)c2cc3c(=O)n4cccc(C)c4nc3s2)c1 | 4
23 | CCN(CC)c1ccc(C2NC(=O)NC(C)=C2C(=O)OC2CCCCC2)cc1 (stereo not drawn) | -8
24 | O=C(Nc1nnc(-c2ccccc2)o1)c1nc2ccccc2s1 | -4
25 | C=CCc1c(C)c(C#N)c2nc3ccccc3n2c1NCCc1ccc(OC)c(OC)c1 | -26
26 | O=C(NCc1ccc2c(c1)OCO2)c1ccc(Br)o1 | 4
27 | CCOC(=O)c1c(NC(=O)c2cccc(Br)c2)sc(C)c1C | -6
28 | CCOC(=O)c1c(C)nc2c3ccccc3ccn12 | -5
29 | CCc1ccc(NC(=O)CC(C)(C)CC2=NS(=O)(=O)c3ccccc3N2)cc1 | -15
30 | CN(Cc1ccccc1)c1nc(-c2ccco2)cc(C(F)(F)F)n1 | -2
31 | COc1ccc(C2=CC(=O)OC3(CCCCC3)O2)cc1 | 10
32 | COc1ccc2oc(=O)c(-c3nc(-c4cccc([N+](=O)[O-])c4)n[nH]3)cc2c1 | -13
33 | C=CCN1C2CCCC1CC(NC(=O)Nc1cccc(C(C)=O)c1)C2 (stereo not drawn) | -2
34 | CCOC(=O)C(NS(=O)(=O)c1ccccc1)(C(F)(F)F)P(C)(=O)OC(C)C (stereo not drawn) | -8
35 | COc1ccc(C(CNC(=O)c2cccc(N(C)C)c2)N2CCCC2)cc1 (stereo not drawn) | 0
36 | COc1ccccc1NC(=O)c1ccc(C)c([N+](=O)[O-])c1 | 1
37 | CCOc1ccc(NC(=O)C2c3ccccc3C(=O)N(c3ccc(OC)cc3)C2c2ccc(OC)cc2)cc1 (stereo not drawn) | 6
38 | O=C(NC(NCc1ccccn1)(C(F)(F)F)C(F)(F)F)c1ccco1 | 7
39 | Cc1c(CCC#N)c(N2CCCCC2)n2c(nc3ccccc32)c1C#N | -1
40 | Cc1nc2c(ccc3nc(NC(=O)c4ccc(S(=O)(=O)N(C)C5CCCCC5)cc4)sc32)s1 | -8
41 | CCOC(=O)c1c(NC(=O)c2ccccc2)sc(C(=O)NC2CCCCC2)c1C | -8
42 | COc1ccc(C2Nc3ccc4ccccc4c3C3=C2C(=O)CC(C)(C)C3)c(OC)c1OC (stereo not drawn) | -9
43 | CCCc1c(O)nc(SCC(=O)NCCc2ccc(OC)c(OC)c2)[nH]c1=O | -10
44 | CCc1ccccc1Nc1cc(C(=O)NCc2ccco2)c2ccccc2n1 | -3
45 | Cc1ccc(OC(=O)c2ccc(Br)c(S(=O)(=O)N3CCCC3)c2)c(-n2nc3ccccc3n2)c1 | 0
46 | COc1ccc(S(=O)(=O)NCCc2cc3c(OC)ccc(OC)c3[nH]c2=O)cc1 | -1
47 | COc1ccc(CC(=O)N2CCOCC2)cc1OC | -1
48 | C(=C\c1ccccc1)/CSc1nnc(-c2cccnc2)n1Cc1ccco1 | -11
49 | CCc1ccccc1NC(=O)c1cc2ccccc2oc1=O | -2
50 | Cc1ccc(C(=O)NCCCNc2ccc([N+](=O)[O-])cc2)cc1 | -8
51 | CCNCCNC(=O)c1c(O)c2ccccc2n(CC)c1=O | -2
52 | O=S(=O)(c1ccc(OCC(O)CN2CCN(c3ccccc3O)CC2)cc1)N1CCOCC1 (stereo not drawn) | -1
53 | CCOC(=O)C1CCN(c2c(NCCN3CCN(c4ccccc4)CC3)c(=O)c2=O)CC1 | 1
54 | CCC(=O)Nc1cccc(NC(=O)CSc2nnc(-c3ccc(NS(C)(=O)=O)cc3)n2C)c1 | -4
55 | CCCCNC(=O)c1ccc2c(c1)N(CC)C(=O)c1ccccc1S2(=O)=O | -4
56 | CCOc1ccc(C(=O)Nc2ccc(Cl)cn2)cc1Cl | 6&-2
57 | CCOC(=O)CN(Cc1ccc(Cl)cc1)S(=O)(=O)c1ccc(Cl)cc1 | 4
58 | O=C(Nc1ccc(Br)cc1)c1cnc2n(c1=O)CCS2 | 9
59 | CC(=O)Nc1ccc(C(=O)OCCC(C)C)cc1 | 3
60 | Cc1cccn2c(=O)c3cc(C(=O)NCCc4ccccc4)sc3nc12 | -16
61 | CCCOC(=O)COc1ccc2c3c(c(=O)oc2c1)CCC3 | -3
62 | COc1ccc(OC)c(CNC(=O)c2cc(=O)[nH]c3ccc(S(=O)(=O)N4CCCCC4C)cc23)c1 (stereo not drawn) | 3
63 | Cc1ccc(N2C(=O)CSC2c2ccc(Br)s2)cc1Cl (stereo not drawn) | -8
64 | CC(=O)N1CCc2cc(Br)cc(S(=O)(=O)CCC(=O)N3CCN(c4ncccn4)CC3)c21 | 9
65 | COc1ccc(Cl)cc1NC(=O)c1cc2cc3ccc(C)cc3nc2o1 | -1
66 | c1ccc(Nc2nc(-c3ccccc3)nc3ccccc23)cc1 | 2
67 | CC(C)Cc1nc(N2CCCCC2)c(C#N)c2c1CCC2 | 3
68 | CC(=O)Nc1ccc(S(=O)(=O)Nc2cc([N+](=O)[O-])ccc2C)cc1 | 3
69 | CCN(C(=O)CSc1ncccc1C(=O)OC(C)C)c1cccc(C)c1 | -8
70 | NC(=O)C(=O)Nc1ccccc1Cl | 3
71 | COc1ccc(C2(O)CCN(CC(=O)Nc3nccs3)CC2)c(OC)c1 | -4
72 | CCC(C)NS(=O)(=O)c1cc(C(=O)Nc2cccc(C)c2)ccc1F (stereo not drawn) | 2
73 | CCOc1ccc2nc(SCC(=O)N(c3ccccc3)C(C)C)[nH]c2c1 | 4
74 | CC1=NN(C(=O)COc2ccc(Cl)c(C)c2)C(O)(C(F)(F)F)C1 (stereo not drawn) | -34
75 | COc1cccc(S(=O)(=O)Nc2ccc(C(=O)N3CCN(C(=O)c4ccco4)CC3)cc2)c1 | -5
76 | O=C(NCCCN1CCCC1=O)Nc1ccc(Cl)cc1 | 0
77 | COc1cccc(C2/C(=C(/O)c3ccc(C)cc3)C(=O)C(=O)N2Cc2ccco2)c1 (stereo not drawn) | 0
78 | O=C(c1oc(=O)c2ccccc2c1-c1ccccc1)N1CCOCC1 | -5
79 | COC(=O)C1=C(N)OC2=C(C(=O)CC(c3ccccc3)C2)C1c1cc(OC)ccc1OC (stereo not drawn) | -16
80 | CCOC(=O)C1CCCN(c2cc(Nc3cccc(F)c3)c3c4c(onc24)-c2ccccc2C3=O)C1 (stereo not drawn) | -63

Of the compounds above, these contain a cyano group.
nr | SMILES | 14-3-3g Raf
25 | C=CCc1c(C)c(C#N)c2nc3ccccc3n2c1NCCc1ccc(OC)c(OC)c1 | -26
39 | Cc1c(CCC#N)c(N2CCCCC2)n2c(nc3ccccc32)c1C#N | -1
67 | CC(C)Cc1nc(N2CCCCC2)c(C#N)c2c1CCC2 | 3

Other records:
nr | SMILES | 14-3-3g Raf
81 | N=c1n(Cc2ccccc2)c2ccccc2n1CC(O)c1ccccc1 (stereo not drawn) | -3&4
82 | CCOC(=O)c1sc2ncn(CC(=O)Nc3ccccc3C)c(=O)c2c1C | -9
83 | Cn1c(NC(=O)C2CC2)cc(=O)n(C)c1=O | 1
84 | NC(=O)c1cc2cc(Cl)ccc2oc1=NCc1ccccc1 | -19
85 | CSC1=NCCN1CCOc1ccccc1 | 1
86 | COCCOC(=O)c1c(C)oc2c1cc(NS(=O)(=O)c1cccc([N+](=O)[O-])c1)c1ccccc12 | -27
87 | O=C(NCCc1ccccc1)c1ncn[nH]1 | 12
88 | CCOC(=O)c1c(NC(=O)c2ccc([N+](=O)[O-])c(C)c2)sc(C(C)=O)c1C | 2
89 | O=C(Cn1ccc2ccccc2c1=O)NCCC(=O)N1CCN(C2CCCCC2)CC1 | 8
90 | CC1(C)c2ccccc2N2CC(=O)N(CC(N)=O)C21C (stereo not drawn) | -96
91 | COc1ccc(C(=O)NCc2nnc(SCC(=O)N3CCCCC3)o2)cc1OC | 3
92 | O=[N+]([O-])c1c(NCCCO)cc(SCc2ccco2)c2nonc12 | -2
93 | COc1ccccc1C=Cc1ccccc1OC | -4
94 | CSc1ccc(CN2CCN(S(=O)(=O)c3ccc4ccccc4c3)CC2)cc1 | 8
95 | O=c1[nH]c2ccc(S(=O)(=O)N3CCN(c4cccc(Cl)c4)CC3)cc2s1 | -3
96 | COc1ccc(OC)c(NS(=O)(=O)c2ccc3c(c2)OCCO3)c1 | -7
97 | CCC(CO)Nc1ncnc2nc[nH]c12 (stereo not drawn) | -8
98 | Oc1ccc(Cl)cc1/C=N/c1nc2ccccc2[nH]1 | -8
99 | O=C(NCC1CCCO1)c1cc2n(n1)C(C(F)(F)F)CC(c1ccc(F)cc1)N2 (stereo not drawn) | 4&3
100 | Cc1cc(C)c2nc(C)cc(Nc3cccc(C(=O)O)c3)c2c1 | -7

Shown field by field: entries from further up.
84: NC(=O)c1cc2cc(Cl)ccc2oc1=NCc1ccccc1
  14-3-3g Raf: -19

85: CSC1=NCCN1CCOc1ccccc1
  14-3-3g Raf: 1

Following part
nr | SMILES | 14-3-3g Raf
101 | Cn1c(SCc2ccccc2)nnc1-c1c[nH]c2ccccc12 | -8
102 | O=C1CC(N2CCC(O)CC2)C(=O)N1c1ccc(Br)cc1 (stereo not drawn) | -3
103 | Cc1ccc(-n2c(=O)c3c(C)c(C)sc3n(CC(=O)NCc3ccccc3)c2=O)cc1C | -21
104 | NS(=O)(=O)c1ccc(NC(=O)C2CCCNC2=O)cc1 (stereo not drawn) | -4
105 | CCn1c(=N)n(CC(=O)O)c2ccccc21 | -8
106 | Cc1ccc(C(=O)Nc2ccc3nc(SCC(=O)NC4CCCCC4)sc3c2)cc1 | -1
107 | CCC(CO)NS(=O)(=O)c1cc(-c2n[nH]c(=O)c3ccccc23)ccc1C (stereo not drawn) | 3
108 | COc1ccc(C2CC(C(F)(F)F)n3nc(C(=O)N4CCN(C)CC4)c(Cl)c3N2)cc1 (stereo not drawn) | -9
109 | CCN(CCCNC(=O)CC(C(=O)N1CCc2ccccc21)n1ccnc1)c1ccccc1 (stereo not drawn) | -3
110 | CCOC(=O)c1c(NC(=O)CCCn2nc([N+](=O)[O-])c(Br)c2C)sc2c1CCCC2 | -15
111 | Cn1c(=N)c(S(=O)(=O)c2ccc(F)cc2)cc2c(=O)n3ccccc3nc21 | -4
112 | COc1cc2nc(SCC(=O)Nc3ccccc3F)n3nc(C)nc3c2cc1OC | -10
113 | O=C(c1sc(=S)n2c1[nH]c(=O)c1ccccc12)N1CCc2ccccc2C1 | 4
114 | CCCCOC(=O)CSc1nc2c(c(=O)[nH]c(=O)n2C)n1C/C=C(\C)Cl | -3
115 | O=C(c1cnn2c(C(F)(F)F)cc(-c3ccc4c(c3)OCO4)nc12)N1CCCCC1 | -6
116 | O=C(NCc1ccco1)c1ccc(CS(=O)(=O)Cc2ccc(F)cc2)o1 | -3
117 | c1ccc2[nH]c(CSc3ncnc4ccccc34)nc2c1 | 4
118 | COc1cc(NC(=O)c2nccnc2C(=O)O)cc(OC)c1 | 1
119 | COc1ccc(OC)c(C2SCCN2S(=O)(=O)c2ccc(I)cc2)c1 (stereo not drawn) | 5
120 | CC(NS(=O)(=O)c1ccc(Cl)cc1)C(c1cccs1)N1CCN(C)CC1 (stereo not drawn) | -4
121 | Cc1ccc(C)c2[nH]c(=O)c(CCNC(=O)CC(C)C)cc12 | -5
122 | COc1ccc(NC(=O)c2sc3nc(C)c(C(=O)Nc4ccc(C)cc4C)c(-c4ccc(C)o4)c3c2N)cc1 | -46
123 | CCCCN(CCCC)S(=O)(=O)c1cccc2c1C(=O)c1ccccc1C2=O | 6
124 | COC(=O)CCN(C)CCC(=O)OC | 4
125 | O=c1cc(Nc2ccc3c(c2)OCCO3)[nH]c(=O)n1Cc1ccc(F)cc1 | -4

Values by screen from above:
Entries 121 to 125 in 14-3-3g Raf, in turn: -5, -46, 6, 4, -4

A portion of the library. The share of hits here may be higher or lower than overall.
